# MITF primary – human MITF inhibition, primary screen | O75030 | AlphaScreen MITF homodimerization, bead proximity signal | inhibition, % at 2.6 µM | 650,000 tested, 0.91% active; in the data active = inhibition above about 50%;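 note: 0% = vehicle wells with protein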
# Target sequence (O75030 whole entry, looked up): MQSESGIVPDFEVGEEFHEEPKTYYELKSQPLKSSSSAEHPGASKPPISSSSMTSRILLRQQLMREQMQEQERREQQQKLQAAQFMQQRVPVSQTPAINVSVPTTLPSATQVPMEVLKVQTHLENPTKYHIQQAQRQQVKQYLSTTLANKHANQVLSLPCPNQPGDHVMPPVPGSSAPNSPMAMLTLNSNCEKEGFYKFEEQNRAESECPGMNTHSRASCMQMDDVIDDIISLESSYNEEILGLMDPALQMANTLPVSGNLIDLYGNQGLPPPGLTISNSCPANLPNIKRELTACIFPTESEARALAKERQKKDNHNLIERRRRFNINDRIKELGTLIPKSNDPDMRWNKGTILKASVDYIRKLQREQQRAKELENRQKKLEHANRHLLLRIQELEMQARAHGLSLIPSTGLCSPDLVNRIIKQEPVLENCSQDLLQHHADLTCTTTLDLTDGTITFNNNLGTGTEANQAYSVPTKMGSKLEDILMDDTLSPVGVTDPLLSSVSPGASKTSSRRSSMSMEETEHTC
# FBW7 activator – human FBW7 E3 ligase activation, primary screen. AlphaScreen FBW7–phospho-cyclin E peptide binding, activator screen. normalized activity (activation), % at 26.1 µM. 650,000 tested, 0.13% active. AID 1259310; in the data active = normalized activity above about 1.9%;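 note: purified mutant Fbw7 with reduced substrate affinity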
# TEAD-YAP block – TEAD-YAP interaction inhibition; HEK-TIYL cells, TEAD-Gal4/YAP UAS-luciferase luminescence; inhibition, % at 9.12 µM; 640,000 tested, 1.4% active; AID 1259422; in the data active = inhibition above about 32%;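 note: 0% = median of test compound wells and 100% = reference inhibitor wells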
# GPR151 ag – activates the human receptor GPR151. Q8TDV0. PathHunter beta-arrestin GPR151 cells, luminescence. activation, % at 11.2 µM. 650,000 tested, 1% active; in the data active = activation above about 4.9%;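 note: 0% = median of compound wells and 100% = cells with positive control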
# Target sequence (Q8TDV0 whole entry, looked up): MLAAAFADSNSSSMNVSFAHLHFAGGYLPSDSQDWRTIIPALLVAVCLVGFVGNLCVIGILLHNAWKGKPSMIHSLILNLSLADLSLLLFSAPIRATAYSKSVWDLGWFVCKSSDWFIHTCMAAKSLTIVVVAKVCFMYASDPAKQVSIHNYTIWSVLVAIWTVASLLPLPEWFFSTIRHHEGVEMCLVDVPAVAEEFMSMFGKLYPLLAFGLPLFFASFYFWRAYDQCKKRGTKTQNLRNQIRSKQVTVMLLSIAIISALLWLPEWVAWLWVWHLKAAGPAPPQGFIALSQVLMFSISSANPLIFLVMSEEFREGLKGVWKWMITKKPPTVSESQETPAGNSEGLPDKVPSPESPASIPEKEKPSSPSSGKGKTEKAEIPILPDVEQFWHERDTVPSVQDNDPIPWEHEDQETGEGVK
# * marks the source's active call; other numbers are inactive results; x = not tested or not shown; ! = a repeat was not active.
SMILES,MITF primary,FBW7 activator,TEAD-YAP block,GPR151 ag
CSc1sc(C)cc1C1C(C(=O)Nc2cccc(C(F)(F)F)c2)=C(C)NC2=C1C(=O)CCC2 (configuration not stated),1.6,0.2,8.4,1.8
Cc1nonc1OCCNCc1c(C(=O)N2CCCCCCC2)nc2ccc(Cl)cn12,-0.4,-0.1,-2.7,0.2
COc1ccccc1C(=O)N1CCC(n2nccc2NC(=O)Nc2cccc(F)c2)CC1,-11.1,0.1,-22.4,-1.2
Cc1cc(=O)[nH]c(NCCCO)n1,-6.8,0.0,1.1,0.8
CCOc1cc2c(cc1OCC)C(c1cccc(OC)c1)CC(=O)N2 (configuration not stated),2.2,-0.2,-18.8,0.2
COc1ccccc1/C=C/CNc1ccccc1F,-8.0,0.0,-14.2,3.2
N#C/C(=C\c1cccc(C(F)(F)F)c1)C(=O)N1CCOCC1,1.7,-0.2,16.0,0.7
O=C(CCn1c(SCc2ccc(Cl)cc2)nc2ccccc2c1=O)NCCc1ccccc1,5.4,0.1,2.1,1.4
CCN(CC)c1nc(N)c2c(N)n(-c3ccccc3C)c(=S)c(C#N)c2c1C#N,-0.2,-0.1,-1.0,0.5
COc1cc(/C=C2/C(=N)N3N=C(C(F)(F)F)SC3=NC2=O)ccc1OCCOc1ccccc1,2.2,0.8,-10.8,-0.8
O=C(CNC(=O)c1ccccc1Cl)NC1CCCCC1,21.6,0.9,-26.2,-0.9
O=C(Nc1nnc(-c2cccs2)o1)c1ccc([N+](=O)[O-])o1,0.6,-0.2,19.0,1.7
C=C(C)[C@@H]1CC=C(CN2CCC[C@@H]3CN(C(=O)c4ccccn4)CC[C@@H]32)CC1,5.4,-0.1,1.9,0.7
NC(=O)COc1c(-c2ccccc2Cl)oc2ccccc2c1=O,-9.4,0.0,8.0,-0.4
CC(=O)NC(Cc1ccccc1)C(=O)NC1CCN(c2ncccc2[N+](=O)[O-])CC1 (configuration not stated),1.0,0.1,3.1,1.4
O=C1C2C3CC(C(Br)C3Br)C2C(=O)N1c1ccc(Cl)cc1 (configuration not stated),4.6,1.3,7.7,-0.3
Cc1cccc(C(=O)N/N=C/c2ccc(OC3CSC3)cc2)c1,-0.4,0.3,-18.8,2.2
Cc1cccc(NC(=O)C(C)C(=O)c2ccccc2)c1 (configuration not stated),-1.1,-0.1,-1.8,-0.3
COc1ccccc1N(CC(=O)NC1CCCC1)C(=O)CCC(=O)Nc1ccccn1,12.1,0.0,4.0,-0.4
CC(Nc1nc(Nc2ccc(F)cc2)nc(SCC(=O)Nc2ccc(F)cc2)n1)c1ccccc1 (configuration not stated),-0.7,-0.2,7.6,0.2
Cn1nnnc1SCC(=O)Nc1sc2c(c1C(=O)c1ccccc1)CCCC2,-5.2,0.0,-2.0,-0.5
COC1COC(=O)C/C=C/[C@@H](C)COC(=O)[C@H](COCc2ccccc2)NC(=O)C/C=C/[C@H]1C (some centres not stated),-19.7,0.1,x,-0.4
O=C(Nc1ccc(NC(=O)c2ccc([N+](=O)[O-])o2)cc1Cl)c1ccccc1,-11.2,-0.2,2.7,-0.1
COc1ccc(Cn2c(CCC(=O)NCc3ccc(C)cc3)nc3cccnc32)cc1,17.0,1.4,5.7,-0.5
CCOC(=O)CCC(=O)N1CCOCCN(C(=O)CCC(=O)OCC)CCOCC1,14.8,0.1,-0.4,-1.2
CCOc1cc(S(=O)(=O)N2CCN(C(=O)c3ccco3)CC2)ccc1F,1.8,0.0,-3.7,-1.0
COc1ccc(C2CC(C(F)(F)F)n3nc(C(=O)Nc4cccc(O)c4)c(Cl)c3N2)cc1 (configuration not stated),-2.1,0.0,-0.6,-0.4
O=C(CSc1nnc2c(n1)[nH]c1ccc(Br)cc12)Nc1cccc(O)c1,20.1,0.1,-0.5,0.1
CCCCNC(=O)CC(NS(=O)(=O)c1ccc(Br)cc1)c1ccco1 (configuration not stated),11.1,-0.2,2.7,0.0
COC(=O)c1c(NC(=O)c2ccc3c(c2)OCO3)sc(C(N)=O)c1C,-5.5,-0.2,0.2,0.2
O=C(c1nc2ccccn2c1CNCCn1ccc2ccccc21)N1CCOCC1,20.5,0.2,2.3,1.6
CCCS(=O)(=O)N1CCCC(C(=O)NCCCN2CCOCC2)C1 (configuration not stated),3.0,0.5,-4.0,0.4
O=C1CC(c2ccccc2)CC(NCc2ccccc2)=C1C(=S)Nc1ccccc1 (configuration not stated),-1.9,0.1,2.7,2.2
O=C(NCCc1ccccc1)C(=O)Nc1cccc(Br)c1,1.0,0.1,2.3,-0.8
COc1cccc(CNC(=O)NCc2noc3ccccc23)c1,-6.1,-0.2,-13.4,-1.9
COc1ccc(-n2nnnc2SCC(=O)Nc2nc3ccccc3s2)cc1OC,-7.4,-0.1,6.1,0.4
CCCC1=C(C(=O)OCC)C(c2cccc(Cl)c2Cl)NC(=O)N1C (configuration not stated),-7.2,-0.1,3.7,1.7
CCCOc1ccccc1C1Oc2nc(SCC)nnc2-c2ccccc2N1C(C)=O (configuration not stated),-10.4,-0.2,-6.0,-0.8
O=C(N/N=C(/N=Cc1cccnc1)c1ccccc1)c1ccccc1,0.6,0.1,-10.0,0.0
CC(C)C(NS(C)(=O)=O)c1nnc2n1CCN(C(=O)c1ccccc1N(C)C)CC2 (configuration not stated),7.3,0.2,6.9,1.2
CN1CCN(C(=O)CN2C(=O)/C(=C/c3ccccc3)Sc3ccccc32)CC1,4.9,0.1,-22.1,0.4
CC(=O)OC1=C2C(=Nc3c(c(=O)n(C)c(=O)n3C)C2c2ccc(Cl)cc2)c2ccccc21 (configuration not stated),11.1,-0.1,-3.4,1.4
CCOc1ccccc1NC(=O)c1c(NC(=O)c2ccccc2Br)sc2c1CCCC2,4.6,0.2,7.3,-0.5
CCOCCCNC(=O)C(C)n1nc(C)n2c(cc3occc32)c1=O (configuration not stated),6.0,0.0,-5.9,-0.7
CC(=O)c1ccc(NC(=O)c2c[nH]c(=O)n(-c3ccccc3)c2=O)cc1,-0.2,-0.3,-4.2,0.7

# Next results:
SMILES | MITF primary | FBW7 activator | TEAD-YAP block | GPR151 ag
CCC(=O)Oc1ccc2c(-c3cc4cccc(OC)c4oc3=O)cc(=O)oc2c1 | 12.1 | 0.2 | 13.1 | -2.0
N#Cc1c(NC(=O)CSc2nnc3sc4ccccc4n23)sc2c1CCC2 | -0.7 | -0.2 | 4.8 | -0.4
COc1cccc(C2CC(c3cc(OC)c(OC)c(OC)c3)n3nnnc3N2)c1 (configuration not stated) | 8.0 | -0.1 | 17.3 | 0.7
COC(=O)C(Cc1c[nH]c2ccccc12)NC(=O)c1cc2c(n(-c3ccc(OC)cc3)c1=O)CC(C)(C)CC2=O (configuration not stated) | 1.6 | 0.1 | -4.9 | -0.2
O=C(NCc1cccnc1)c1csc(NC2CCC(O)CC2)n1 (configuration not stated) | 7.1 | -0.1 | 0.5 | -0.2
CO[C@H]1C=CO[C@@]2(C)Oc3c(C)c(O)c4c(O)c(c(C=NN5CCN(C)CC5)c(O)c4c3C2=O)NC(=O)C(C)=CC=C[C@H](C)[C@H](O)[C@@H](C)[C@@H](O)[C@@H](C)[C@H](OC(C)=O)[C@@H]1C | -4.2 | -0.2 | x | 6.0*!
COc1ccccc1C(=O)NCc1ccc(Cl)c(Cl)c1 | -2.4 | 0.1 | -14.2 | 0.0
CCn1c2ccccc2c2cc(NC(=O)CCCN3C(=O)CCC3=O)ccc21 | -2.5 | -0.2 | -2.4 | -0.7
N#Cc1c(NC(=O)CN2CCN(c3ccccc3O)CC2)sc2c1CCC2 | 0.7 | -0.2 | -0.3 | -0.1
CCOC(=O)C1=C(C)NC(SCc2ccccn2)=C(C#N)C1c1ccc(C(=O)OC)cc1 (configuration not stated) | -6.4 | -0.1 | -12.7 | 0.1
CCOc1ccc(C(C)=O)cc1NC(=O)/C=C\C(=O)O | 12.7 | 0.2 | 10.7 | 0.7
O=c1[nH]nc(N/N=C/c2c(O)ccc3ccccc23)c(=O)[nH]1 | 9.6 | -0.8 | -9.7 | 0.7
CCOC(=O)C1=C(C)NC(C)=C(C(=O)OCC)C1c1ccccc1F | 16.8 | 2.1* | 5.4 | -1.1
CCOC(=O)C1=NN(C(C)=O)C2C(=O)N(c3ccc(Cl)cc3)C(=O)C12 (configuration not stated) | 1.2 | -0.1 | 1.4 | 2.7
N=C1C(c2ccccc2)=C(O)CN1NC(=O)c1ccc(Cl)cc1 | 16.7 | 0.6 | 5.9 | 0.0
Cc1ccc(NC(=O)C2CCCO2)cc1Cl (configuration not stated) | 17.7 | 0.2 | -17.0 | 0.1
O=C(Nc1ccc2c(c1)C(=O)N(c1ccccc1)C2=O)c1cccs1 | -4.1 | 0.8 | -10.7 | -1.1
CCn1c(SCC(=O)N2CCCCC2C)nnc1-c1ccncc1 (configuration not stated) | 2.4 | -0.3 | -4.0 | -0.8
CC(NC(=O)CSc1nc(=O)cc(N)n1-c1ccccc1)c1ccccc1 (configuration not stated) | 16.8 | 0.6 | 2.7 | -0.5
O=C(O)[C@H]1CCCC[C@H]1C(=O)Nc1ccc(S(=O)(=O)N2CCOCC2)cc1 | 10.8 | 0.1 | -1.6 | 0.2
COc1ccc2c(Cl)c(C(=O)N/N=C/c3ccc(O)c(O)c3O)sc2c1 | 25.2 | -0.4 | 21.3 | 0.5
Cn1nc([N+](=O)[O-])c2c(-c3nc4ccccc4n3C)c(N)n(CCc3ccccc3)c2c1=O | 1.3 | -0.3 | 7.3 | 6.0*
CSc1ccc(CN2CCCC(C(=O)Nc3cccc(-n4cnnn4)c3)C2)cc1 (configuration not stated) | 1.1 | 0.2 | 36.8* | -1.3
Cc1cc(CNC(=O)Cc2c(F)cccc2Cl)nn1C | -0.6 | 0.0 | -17.9 | -0.5
Cc1cc(C)c(C)c(S(=O)(=O)N[C@@H](C)C(=O)OCC(=O)c2ccc[nH]2)c1C | -1.3 | 0.0 | 8.0 | -1.1

# A portion from further up, for reference:
SMILES | MITF primary | FBW7 activator | TEAD-YAP block | GPR151 ag
CCOc1ccc(C(C)=O)cc1NC(=O)/C=C\C(=O)O | 12.7 | 0.2 | 10.7 | 0.7
O=c1[nH]nc(N/N=C/c2c(O)ccc3ccccc23)c(=O)[nH]1 | 9.6 | -0.8 | -9.7 | 0.7
CCOC(=O)C1=C(C)NC(C)=C(C(=O)OCC)C1c1ccccc1F | 16.8 | 2.1* | 5.4 | -1.1
CCOC(=O)C1=NN(C(C)=O)C2C(=O)N(c3ccc(Cl)cc3)C(=O)C12 (configuration not stated) | 1.2 | -0.1 | 1.4 | 2.7
N=C1C(c2ccccc2)=C(O)CN1NC(=O)c1ccc(Cl)cc1 | 16.7 | 0.6 | 5.9 | 0.0
Cc1ccc(NC(=O)C2CCCO2)cc1Cl (configuration not stated) | 17.7 | 0.2 | -17.0 | 0.1
O=C(Nc1ccc2c(c1)C(=O)N(c1ccccc1)C2=O)c1cccs1 | -4.1 | 0.8 | -10.7 | -1.1
CCn1c(SCC(=O)N2CCCCC2C)nnc1-c1ccncc1 (configuration not stated) | 2.4 | -0.3 | -4.0 | -0.8
CC(NC(=O)CSc1nc(=O)cc(N)n1-c1ccccc1)c1ccccc1 (configuration not stated) | 16.8 | 0.6 | 2.7 | -0.5
O=C(O)[C@H]1CCCC[C@H]1C(=O)Nc1ccc(S(=O)(=O)N2CCOCC2)cc1 | 10.8 | 0.1 | -1.6 | 0.2
COc1ccc2c(Cl)c(C(=O)N/N=C/c3ccc(O)c(O)c3O)sc2c1 | 25.2 | -0.4 | 21.3 | 0.5
Cn1nc([N+](=O)[O-])c2c(-c3nc4ccccc4n3C)c(N)n(CCc3ccccc3)c2c1=O | 1.3 | -0.3 | 7.3 | 6.0*
CSc1ccc(CN2CCCC(C(=O)Nc3cccc(-n4cnnn4)c3)C2)cc1 (configuration not stated) | 1.1 | 0.2 | 36.8* | -1.3
Cc1cc(CNC(=O)Cc2c(F)cccc2Cl)nn1C | -0.6 | 0.0 | -17.9 | -0.5
